Compound activity: PubChem BioAssay, several laboratories
T cell HTS: modulates CD8 T cell binding to vesicles; calls only at 7 µM; 2C CD8+ T cell-vesicle binding, flow cytometry; active compounds read low; AID 2052; 330,000 tested, 0.068% active;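 active = response, share of CD8 T cells binding vesicles, and their 90th percentile fluorescence all below set limits, cut at about 80% in these data, passing the limit was not always enough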
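Material: 2C TCR transgenic mouse naive CD8+ T cells, MACS-purified. Also added: QL9-charged Drosophila Ld/ICAM-1/B7-1 vesicles. Timing: binding 1.5 h at 37 °C. Measured by: high-throughput flow cytometry with anti-B7-1 and anti-CD8 staining. Read-out: percent CD8+ FL2 mean versus row control. Controls: Unloaded micro-vesicles (low), QL9 vesicles with 0.7% DMSO (high).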
Hep lipid drop: hepatic lipid droplet formation modulation | inhibition, % at 6.5 µM | 240,000 tested, 0.4% active | AID 1656 | AML12 mouse hepatocytes, oleate lipid droplets, BODIPY imaging;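 active = lipid droplet intensity inhibited by at least 50%, with more than 500 cells counted; inconclusive = wells with under 300 cells, treated as cytotoxic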
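Material – mouse AML12 hepatocyte cell line, fixed after treatment · Compound dosing – one dose, 6.5 µM compound · Times – compound with oleate, overnight · Measured by – Image-based BODIPY and DAPI two-channel analysis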
Hep lipid drop cells 6.5 µM: also measured in Hep lipid drop; calls as there; cell count; measured here: cell count, cytotoxicity flag;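 cells counted across two imaged fields per well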
T cell HTS vesicle-bound %: also measured in T cell HTS; calls as there; double positive events, %; measured here: CD8+ vesicle-bound cell fraction;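 binding gate set so that unloaded-vesicle control wells show 10% double positive cells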
Numbers without * were called inactive; i = inactive; ? = inconclusive; . = no result given. Only part of the results is shown; rates above refer to the full screens.

Keys: A = T cell HTS; B = T cell HTS vesicle-bound %; C = Hep lipid drop; D = Hep lipid drop cells 6.5 µM
COc1ccc(N(CC(=O)Nc2ccccc2C(F)(F)F)C2=NC3CS(=O)(=O)CC3S2)cc1 (stereo not drawn)
  A: i	B: 15.9	C: -1.0	D: 735

COC(CNc1nc(SC)nc2sc3c(c12)CCN(C)C3)OC
  A: i	B: 58.6	C: 0.9	D: 754

CCN1CCc2c(sc(NC(=O)Cc3ccccc3)c2C(=O)OC)C1
  A: i	B: 44.6	C: -5.4	D: 702

COc1ccc(CNC(=O)CC(C)CC2=NS(=O)(=O)c3ccccc3N2)cc1 (stereo not drawn)
  A: i	B: 27.9	C: 11.4	D: 758

O=C(Nc1nnc(S(=O)(=O)N2CCOCC2)s1)c1ccc(Cl)cc1
  A: i	B: 12.4	C: 5.7	D: 779

COC(=O)C1=C(C(=O)OC)[C@@H]2N(C)c3ccc(OC)cc3[C@@]23C[C@@H](C(=O)OC)N(C(=O)c2cccs2)C3=N1
  A: i	B: 6.7	C: -8.8	D: 773

Cc1cc2c(cc1S(=O)(=O)N1CCN(c3cccc(C)c3C)CC1)OCCN2C
  A: i	B: 24.2	C: -25.4	D: 800

Cc1ccc(CCNC(=O)c2cc(S(=O)(=O)N3CCCC3)cn2C)cc1
  A: i	B: 24.0	C: 1.3	D: 752

C[C@@H](CN=[N+]=[N-])CN1CC[C@H](NC(=O)OCc2ccccc2)CCC1=O
  A: i	B: 53.2	C: -2.3	D: 782

Cc1oc(-c2ccccc2Cl)nc1CS(=O)(=O)CC(=O)NC1CCCC1
  A: i	B: 35.2	C: -1.1	D: 810

Additional results follow:
Keys: A = T cell HTS; B = T cell HTS vesicle-bound %; C = Hep lipid drop; D = Hep lipid drop cells 6.5 µM
CCc1cccc(NC(=O)CCS(=O)(=O)c2cc3c(cc2C)NC(=O)CO3)c1
  A: i	B: 24.8	C: -12.2	D: 698

COc1ccc(NS(=O)(=O)c2cc3c(cc2C)N(C(C)=O)CCO3)cc1OC
  A: i	B: 10.5	C: -4.0	D: 735

COc1ccc(NS(=O)(=O)c2nnc(NC(=O)c3ccccc3F)s2)cc1
  A: i	B: 28.9	C: -2.4	D: 685

CC1CCCN(C(=O)c2cc(S(=O)(=O)N3CCCCC3)c[nH]2)C1 (stereo not drawn)
  A: i	B: 23.2	C: 0.4	D: 742

COc1ccc(N(CC(=O)Nc2cc(Cl)ccc2OC)C2=NC3CS(=O)(=O)CC3S2)cc1 (stereo not drawn)
  A: i	B: 31.0	C: 11.2	D: 795

O=C(Nc1nc2c(F)cccc2s1)C1CC1
  A: i	B: 28.3	C: -0.4	D: 723

Cc1cccc(N(C)C(=O)c2cc(S(=O)(=O)N3CCCCC3)c[nH]2)c1
  A: i	B: 46.1	C: -23.1	D: 673

O=C(CC1(CC2=NS(=O)(=O)c3ccccc3N2)CCCC1)NCCc1ccccc1
  A: i	B: 24.8	C: -35.7	D: 577

COc1ccc(-n2nc(C(=O)NCC(=O)NC(C)C)c3ccccc3c2=O)cc1Cl
  A: i	B: 36.3	C: 1.7	D: 810

CCCCCc1ccc(-c2cn(CCCOCc3ccccc3)nn2)cc1
  A: i	B: 18.0	C: -6.6	D: 782

As a short view, 16 of the compounds above.
Keys: A = T cell HTS; B = T cell HTS vesicle-bound %; C = Hep lipid drop; D = Hep lipid drop cells 6.5 µM
CCN1CCc2c(sc(NC(=O)Cc3ccccc3)c2C(=O)OC)C1
  A: i	B: 44.6	C: -5.4	D: 702

COc1ccc(CNC(=O)CC(C)CC2=NS(=O)(=O)c3ccccc3N2)cc1 (stereo not drawn)
  A: i	B: 27.9	C: 11.4	D: 758

O=C(Nc1nnc(S(=O)(=O)N2CCOCC2)s1)c1ccc(Cl)cc1
  A: i	B: 12.4	C: 5.7	D: 779

COC(=O)C1=C(C(=O)OC)[C@@H]2N(C)c3ccc(OC)cc3[C@@]23C[C@@H](C(=O)OC)N(C(=O)c2cccs2)C3=N1
  A: i	B: 6.7	C: -8.8	D: 773

Cc1cc2c(cc1S(=O)(=O)N1CCN(c3cccc(C)c3C)CC1)OCCN2C
  A: i	B: 24.2	C: -25.4	D: 800

Cc1ccc(CCNC(=O)c2cc(S(=O)(=O)N3CCCC3)cn2C)cc1
  A: i	B: 24.0	C: 1.3	D: 752

C[C@@H](CN=[N+]=[N-])CN1CC[C@H](NC(=O)OCc2ccccc2)CCC1=O
  A: i	B: 53.2	C: -2.3	D: 782

Cc1oc(-c2ccccc2Cl)nc1CS(=O)(=O)CC(=O)NC1CCCC1
  A: i	B: 35.2	C: -1.1	D: 810

CCc1cccc(NC(=O)CCS(=O)(=O)c2cc3c(cc2C)NC(=O)CO3)c1
  A: i	B: 24.8	C: -12.2	D: 698

COc1ccc(NS(=O)(=O)c2cc3c(cc2C)N(C(C)=O)CCO3)cc1OC
  A: i	B: 10.5	C: -4.0	D: 735

COc1ccc(NS(=O)(=O)c2nnc(NC(=O)c3ccccc3F)s2)cc1
  A: i	B: 28.9	C: -2.4	D: 685

CC1CCCN(C(=O)c2cc(S(=O)(=O)N3CCCCC3)c[nH]2)C1 (stereo not drawn)
  A: i	B: 23.2	C: 0.4	D: 742

COc1ccc(N(CC(=O)Nc2cc(Cl)ccc2OC)C2=NC3CS(=O)(=O)CC3S2)cc1 (stereo not drawn)
  A: i	B: 31.0	C: 11.2	D: 795

O=C(Nc1nc2c(F)cccc2s1)C1CC1
  A: i	B: 28.3	C: -0.4	D: 723

Cc1cccc(N(C)C(=O)c2cc(S(=O)(=O)N3CCCCC3)c[nH]2)c1
  A: i	B: 46.1	C: -23.1	D: 673

O=C(CC1(CC2=NS(=O)(=O)c3ccccc3N2)CCCC1)NCCc1ccccc1
  A: i	B: 24.8	C: -35.7	D: 577

(list continues)
Keys: A = T cell HTS; B = T cell HTS vesicle-bound %; C = Hep lipid drop; D = Hep lipid drop cells 6.5 µM
COc1ccc(N(C(=O)c2ccncc2)S(=O)(=O)c2ccc(OC)c(OC)c2)cc1
  A: i	B: 30.6	C: 0.7	D: 842

CC1=C(C(=O)OCc2ccccc2)C(c2ccc(Br)cc2)NC(=O)N1CCCC(=O)O (stereo not drawn)
  A: i	B: 8.6	C: 3.4	D: 797

CC(C)[C@H]1COCCS(=O)(=O)N1Cc1ccc(Cl)cc1
  A: i	B: 17.4	C: 7.5	D: 750

O=C(CSc1nc2ccccc2nc1N1CCCCC1)Nc1ccc(F)cc1
  A: i	B: 36.3	C: 6.8	D: 760

CC(=O)N1c2ccc(S(=O)(=O)N3CCCC(C(=O)NCc4ccccc4)C3)cc2CC1C (stereo not drawn)
  A: i	B: 16.1	C: -0.6	D: 744

Cc1cc(C)c(S(=O)(=O)N2CCOC2CNC(=O)C(=O)NCCc2ccc(S(N)(=O)=O)cc2)c(C)c1 (stereo not drawn)
  A: i	B: 37.6	C: -9.7	D: 744

COc1ccc(NS(=O)(=O)c2c(C)n(C)c(=O)n(C)c2=O)cc1
  A: i	B: 35.2	C: -33.2	D: 753

Cc1oc(-c2ccccc2F)nc1CS(=O)(=O)CC(=O)NCc1ccccc1Cl
  A: i	B: 32.2	C: -24.3	D: 812

CCOC(=O)c1cnc2cc(F)c(F)cc2c1N1CCOCC1
  A: i	B: 38.9	C: 2.9	D: 865

COc1ccc(C)cc1NC(=O)C1CCN(S(=O)(=O)c2ccc3c(c2)C(C)(C)C(=O)N3C)CC1
  A: i	B: 11.8	C: 10.8	D: 799

Continuation:
Keys: A = T cell HTS; B = T cell HTS vesicle-bound %; C = Hep lipid drop; D = Hep lipid drop cells 6.5 µM
COc1ccccc1CNC(=O)c1cc(S(=O)(=O)N2CCCC2)cn1C
  A: i	B: 28.9	C: -0.3	D: 719

Cc1cccc(NS(=O)(=O)c2coc(C(N)=O)c2)c1C
  A: i	B: 55.4	C: 2.3	D: 826

COc1ccc(C2=NS(=O)(=O)N(C)C(C(=O)N3CCCCC3)=C2)cc1
  A: i	B: 23.0	C: -1.2	D: 769

CSc1ccc(CCNC(=O)CCc2nnc3ccc(N4CCOCC4)nn23)cc1
  A: i	B: 27.4	C: 0.5	D: 734

Cc1ccc(CNC(=O)Cn2ncn3cccc3c2=O)cc1
  A: i	B: 19.8	C: -18.8	D: 736

CCCCc1ccc(NS(=O)(=O)c2c(C)n(C)c(=O)n(C)c2=O)cc1
  A: i	B: 33.1	C: -0.4	D: 772

O=C(O)c1cc2c(cn1)[nH]c1ccccc12
  A: i	B: 23.4	C: -5.5	D: 867

CCCCN(CC)CCCNC(=O)c1cc2c(-c3ccc(OC)c(OC)c3)nn(C)c2s1
  A: i	B: 44.3	C: -7.6	D: 754

O=C(NCc1nnc(SCC(=O)N2CCN(c3ccccc3)CC2)o1)c1c(F)cccc1Cl
  A: i	B: 6.7	C: -3.1	D: 823

CC1CN(C(=O)CCC(=O)NCc2ccccc2Cl)c2ccccc2S1 (stereo not drawn)
  A: i	B: 19.7	C: -15.8	D: 770

Next structures
Keys: A = T cell HTS; B = T cell HTS vesicle-bound %; C = Hep lipid drop; D = Hep lipid drop cells 6.5 µM
CC1CN(C(=O)CCC(=O)NCCCc2ccccc2)c2ccccc2O1 (stereo not drawn)
  A: i	B: 17.8	C: -11.3	D: 713

Cc1ccc(S(=O)(=O)NN2C(=O)/C(=C/c3cccc(F)c3)SC2=S)cc1
  A: i	B: 39.0	C: 6.9	D: 713

COc1cccc(NC(=O)CN2C(=O)c3cccnc3Oc3ccc(Cl)cc32)c1
  A: i	B: 41.9	C: -18.2	D: 794

COc1ccc(NC(=O)CSc2nc3ccccc3nc2N2CCCC2)cc1
  A: i	B: 31.5	C: 50.0*	D: 739*

O=C(O)c1ccc(-n2c(/C=C/c3cccc([N+](=O)[O-])c3)nc3ccccc3c2=O)cc1
  A: i	B: 52.6	C: -11.9	D: 815

O=C(CCn1c(=O)oc2ccccc21)NCc1ccco1
  A: i	B: 40.8	C: -0.4	D: 734

O=C(Nc1nc2c(Cl)c(Cl)ccc2s1)C1CC1
  A: i	B: 26.2	C: -3.3	D: 717

Cn1cc(S(=O)(=O)N2CCCC2)cc1C(=O)NCCc1ccccc1
  A: i	B: 36.7	C: -1.2	D: 740

COc1ccccc1NC(=O)CCC(=O)N1CC(C)Oc2ccc(C)cc21 (stereo not drawn)
  A: i	B: 17.7	C: -1.0	D: 771

O=[N+]([O-])c1cc([N+](=O)[O-])c(Oc2ccc(F)cc2F)cc1NN1CCCCC1
  A: i	B: 25.5	C: -3.7	D: 702

(continued)
Keys: A = T cell HTS; B = T cell HTS vesicle-bound %; C = Hep lipid drop; D = Hep lipid drop cells 6.5 µM
COc1cccc(CNC(=O)C2CCCN2S(=O)(=O)c2ccc3c(c2)C(C)(C)C(=O)N3C)c1 (stereo not drawn)
  A: i	B: 9.2	C: 1.4	D: 758

CC(=O)N1CCOc2cc(S(=O)(=O)NC(C)c3ccccc3)c(Cl)cc21 (stereo not drawn)
  A: i	B: 21.0	C: -24.4	D: 687

CCOC(=O)c1c(NC(=O)Cc2ccccc2)sc2c1CCN(C)C2
  A: i	B: 27.4	C: 4.6	D: 734

Cc1ccc(O)c(NC(=O)C2=CC(c3cccs3)=NS(=O)(=O)N2C)c1
  A: i	B: 22.2	C: ?	D: .

COC(=O)C1=C(C)N(CCCC(=O)O)C(=O)NC1c1ccc(Br)cc1 (stereo not drawn)
  A: i	B: 16.9	C: -3.0	D: 826

Cc1ccc(C(=O)NCc2ccc(F)cc2)cc1NC1=NC2CS(=O)(=O)CC2S1 (stereo not drawn)
  A: i	B: 21.8	C: 11.2	D: 750

COc1ccccc1CCNC(=O)C(=O)NCC1OCCN1S(=O)(=O)c1ccc(Cl)cc1 (stereo not drawn)
  A: i	B: 27.2	C: -26.4	D: 715

CCOC(=O)c1c(NC(C)=O)sc2c1CCN(Cc1ccccc1)C2
  A: i	B: 11.5	C: -4.1	D: 733

CC(C)Oc1ccc(CNC(=O)CCC(=O)N2CCSc3ccccc32)cc1
  A: i	B: 33.5	C: 6.9	D: 819

COc1cccc(CNS(=O)(=O)c2c(C)nc3sccn3c2=O)c1
  A: i	B: 37.1	C: 2.2	D: 734

Further structures follow.
Keys: A = T cell HTS; B = T cell HTS vesicle-bound %; C = Hep lipid drop; D = Hep lipid drop cells 6.5 µM
COc1ccc(OC)c(/C=C2\Oc3cc(OCC(=O)N4CC(O)C[C@H]4C(=O)O)ccc3C2=O)c1 (stereo partly drawn)
  A: i	B: 44.9	C: -1.4	D: 818

CC(NS(=O)(=O)c1ccc2c(c1)C(C)(C)C(=O)N2C)c1ccccc1 (stereo not drawn)
  A: i	B: 54.7	C: 3.6	D: 826

COc1ccc(OCC(=O)Nc2nnc(S(=O)(=O)N3CCCCCC3)s2)cc1
  A: i	B: 36.6	C: 2.7	D: 765

Cc1ccc(OCCCC(=O)Nc2ccc(S(=O)(=O)Nc3cc(C)nc(C)n3)cc2)cc1
  A: i	B: 35.9	C: 27.4	D: 788

Cn1cc(S(=O)(=O)N2CCCC2)cc1C(=O)NCc1ccccc1Cl
  A: i	B: 22.6	C: -15.2	D: 776

CC1CC(C)CN(CCCNC(=O)c2ccc3nc(N4CCOCC4)sc3c2)C1 (stereo not drawn)
  A: i	B: 43.2	C: -8.0	D: 735

Cc1ccc(-n2nnc3c(=O)n(CC(N)=O)cnc32)cc1
  A: i	B: 59.4	C: -1.8	D: 809

CCN(C(=O)c1cc2c(s1)-c1ccccc1OC2)c1cc(OC)ccc1OC
  A: i	B: 26.1	C: -4.5	D: 771
